# Screening results as filed in PubChem BioAssay.
# IkB signaling: IkB pathway inhibition in ABC-DLBCL cells; Potency, µM (top dose mostly 57.1 µM), for the others: top-dose IkBa stabilization activation; ABC-DLBCL IkBa-CBG/CBR dual luciferase ratio, 4 h; response scale: scaled: untreated 0%, proteasome inhibitor 100%; AID 445; 0.04% of 110,000 active; active = well fitted curve in the direction sought with a large enough effect in the signal ratio, not every such curve was filed as active; inconclusive = small, poorly fitted or top-dose-only effect, or a change in a side signal; the % refers to the signal ratio;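 also: the direction sought is a rising ratio; 0% = basal untreated cells and 100% = reference inhibitor full response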
#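 In this assay, an IκBα–CBG68 fusion accumulates when IKK-driven degradation is blocked; native CBR normalizes for cell number. OCI-Ly3 cells were treated 4 h with compound and doxycycline, then green and red light read after Chroma-Glo addition.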
# p53ts 39C tox: cytotoxicity in p53ts cells at nonpermissive temperature; AID 902; H1299-p53A138V viability at 39C, ATP luminescence, 24 h; Potency, µM (highest dose often 46.1 µM), for the others: top-dose activity change, negative = cell killing, actives largely listed as cytotoxic; 1.5% of 130,000 active; also: nearly all actives have a fitted effect of over 55% in size
# p53ts 32C tox: cytotoxicity in p53ts cells at permissive temperature; H1299-p53A138V at 32C, ATP luminescence viability, 24 h; Potency, µM (series often up to 46.1 µM), inactives show top-dose activity change, negative = cytotoxicity, most hits filed as cytotoxic; 0.93% of 130,000 active; AID 924;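 also: 0% = DMSO and -100% = full killing by reference compound; nearly all actives have a fitted effect of over 55% in size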
#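 Viability by ATPlite luminescence after 24 h compound treatment (up to 46 uM) at the permissive 32C. Cells are H1299 carrying p53 A138V. Scale runs from DMSO basal to 100 uM tamoxifen as full kill; AC50 from Hill fits.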
# Imprint erasure: inducers of genomic imprint erasure in mouse ES cells; mouse ES Peg3-LacZ reporter, beta-gal luminescence, 40 h; Potency, µM (doses to about 60.7 µM), for the others: at the highest dose activity change, positive = activation, usual class: activators; 0.02% of 110,000 active; AID 1948;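 also: 0% = negative control wells on the plate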
#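 Readout: BetaGlo luminescence (5 min, room temp) for LacZ from the normally silent maternal Peg3 allele in female Peg3LacZ-Neo ES cells. Cells 300/well, 40 h, 37C, 5% CO2. Data normalized per plate to negative controls.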
# Starred values were filed as active, the others as inactive; ? = inconclusive; . = not tested or not shown; & = joins results of further samples; [ ] = dose if it differs, or a comment. Unless noted, calls follow the shape of the dose curve; as a rule, active = well fitted curve in the direction sought with a large enough effect; inconclusive = small, poorly fitted or top-dose-only effect, or another doubt; inactive = no such curve, though single readings can be large; an effect the other way counts as inactive or inconclusive. Unless noted, % is scaled to controls: 0 for no effect and ±100 for the full control effect; potency is read from the fitted curve at half-maximal effect.
Molecule | IkB signaling | p53ts 39C tox | p53ts 32C tox | Imprint erasure
O=C(Nc1cccc(Oc2c(F)c(F)c(F)c(F)c2F)c1)N1C[C@@H]2C[C@@H](C1)c1cccc(=O)n1C2 | 3.6% | -1.4% | 4.8% | -17.2%
COc1ccc(OC)c(S(=O)(=O)n2nc(-c3ccccc3)cc2N)c1 | 5.4% | -13.7% | 13.9% | -9.1%
CCOc1ccc(OCCSc2nc3ccccc3[nH]2)cc1 | . | -0.9% | 12.2% | .
CCOc1cc(-c2cc(C(=O)O)c3c(-c4ccccc4)[nH]nc3n2)ccc1O | ? | 5.9% | 9.9% | -8.8%[10.9 µM]
CN1CCN(c2nc(-c3ccc(N(C)C)cc3)nc3ccccc23)CC1 | -3.0%[11.4 µM] | ? | ? | -25.9%
Cn1c(=O)c2c(ncn2CC(=O)N/N=C/c2ccc(Br)s2)n(C)c1=O | . | 4.6% | 18.0% | .
CCOC(=O)c1ccccc1NC(=O)c1ccc2c(=O)n3c(nc2c1)CCCCC3 | ? | -24.6% | -1.6% | -28.8%
O=C(O)CCCCCNC(=O)CCn1nnc2ccccc2c1=O | -2.5% | 7.2% | 2.4% | -12.3%
Cc1cccc(C)c1NC(=O)Cn1c(=O)cc(C)c2c(C)nn(-c3cccc(Cl)c3C)c21 | 0.1% | -20.7% | 4.4% | -10.4%[10.9 µM]
Cc1oc(-c2ccccc2F)nc1CS(=O)(=O)CC(=O)N1CCN(Cc2ccccc2)CC1 | 1.4% | 2.5% | 4.1% | -17.6%

# Later entries.
Molecule | IkB signaling | p53ts 39C tox | p53ts 32C tox | Imprint erasure
CCN(CC)c1nc2ccccc2nc1C(=O)Nc1cc(OC)c(OC)c(OC)c1 | -3.0% | -5.0% | 11.6% | -12.5%[10.9 µM]
O=C(ON=C1CCN(S(=O)(=O)c2ccccc2)CC1)c1ccc(Cl)cc1 | . | 22.4% | 9.0% | .
COc1ccc(-c2nnc(SCc3cccc(C#N)c3)o2)cc1 | -6.9% | -2.3% | 8.6% | -18.4%
Cc1noc(C)c1-c1ccc2ncnc(NCc3ccccc3)c2c1 | ? | -2.1% | -6.8% | -15.6%
Cn1c(=O)c2c(nc(NCCO)n2C)n(C)c1=O | -1.6% | 4.4% | 0.0% | 0.5%
Fc1ccc(-c2nnc(-c3ccc(Cl)cc3Cl)o2)cc1 | ? | 12.6µM* | 5.01µM* | -50.2%[inhibitor]
CCc1nnc(NC(=O)CSc2nc3c(cc2C#N)CCCC3)s1 | -0.4% | 1.58µM* | 0.794µM* | 16.5%
CCc1c(C)nc(SCCOc2ccc(OC)cc2)[nH]c1=O | 10.4% | 1.4% | 0.7% | -14.8%
COC(=O)[C@H]1[C@H]2C[C@H]3c4[nH]c5ccccc5c4CCN3C[C@@H]2CC[C@@H]1O | ? | -8.3%&-13.2% | -13.3%&7.9% | .
CN1CCN(c2ccc(NC(=O)c3ccc4c(c3)OCO4)cc2)CC1 | 0.8% | ? | ? | -79.1%[inhibitor]

# Next section, overlapping the part above by 2 compounds.
Molecule | IkB signaling | p53ts 39C tox | p53ts 32C tox | Imprint erasure
COC(=O)[C@H]1[C@H]2C[C@H]3c4[nH]c5ccccc5c4CCN3C[C@@H]2CC[C@@H]1O | ? | -8.3%&-13.2% | -13.3%&7.9% | .
CN1CCN(c2ccc(NC(=O)c3ccc4c(c3)OCO4)cc2)CC1 | 0.8% | ? | ? | -79.1%[inhibitor]
Oc1ccc(Nc2nc(-c3ccc(Cl)cc3)cs2)cc1 | . | 9.2% | -1.1% | -25.1%
Cc1ccc(-c2nnc(Nc3cccc(Cl)c3)c3ccccc23)cc1S(=O)(=O)NCC1CCCO1 (stereo not drawn) | ? | -2.5% | 5.9% | -24.8%[10.9 µM]
CC(=O)c1cnc(N(C)C)s1 | . | -6.3% | -20.8% | .
CC(C)(C)NC(=O)CSc1nncn1-c1ccccc1 | -2.3% | 0.6% | -0.1% | 1.8%
CCOC(=O)c1c(COc2ccccc2)oc2ccc(O)cc12 | ? | 10.3% | 3.1% | -10.4%
COCC(=O)c1[nH]c2ccccc2c1C | -2.3% | -15.0% | 0.2% | -11.2%
CC(=O)CC(C)(C)S(=O)(=O)c1ccc(NC(C)=O)cc1 | . | -6.0% | -3.3% | .
Cc1ccc(C(=O)CC2(O)C(=O)N(Cc3ccccc3)c3ccc(Br)cc32)cc1 (stereo not drawn) | ? | ? | ? | -9.2%[10.9 µM]
COc1ccc(CNC(=O)C(=O)Nc2ccccc2OC)cc1 | ? | -8.5% | -0.6% | -13.1%[10.9 µM]
Cc1sc(N)c(C(=O)c2cccc(C(F)(F)F)c2)c1C | 0.2% | -9.8% | 15.1% | -10.2%

# Other entries
Molecule | IkB signaling | p53ts 39C tox | p53ts 32C tox | Imprint erasure
COc1ccc(NC(=O)CSc2nc(-c3ccc(OC)cc3)[nH]c2-c2ccc(F)cc2)cc1 | -5.3% | -21.9% | -6.7% | -3.5%[10.9 µM]
Cc1coc2cc3oc(=O)c(CC(=O)NCCc4ccccc4)c(C)c3cc12 | ? | 63.8%[activator] | -2.4% | -16.7%[10.9 µM]
Fc1ccc(C2CC(c3ccco3)n3ncnc3N2)cc1 (stereo not drawn) | 1.3% | -6.4% | -2.0% | -5.1%
O=C(O)c1cncc(C(=O)O)c1 | 0.2%[11.4 µM] | 3.7%[9.22 µM] | -2.8%[9.22 µM] | -5.9%[10.9 µM]
CCN(CC)CCCN1C(=O)C(=O)/C(=C(/O)c2cnn(-c3ccccc3)c2C)C1c1ccncc1 (stereo not drawn) | -1.7% | 3.8% | 1.2% | 18.6%
COC(=O)[C@H]1C[C@@H]1[C@H](NC(=O)Oc1ccc(F)cc1)c1ccccc1 | . | -10.8% | -1.8% | -10.5%
O=C(NCc1cccs1)c1cc(-c2ccccc2)on1 | -1.9% | -2.6% | 7.6% | -5.2%
COCCn1c(=O)c(-c2cccs2)nc2cnc(Nc3ccccc3)nc21 | -3.9%[11.4 µM] | -25.3% | -29.2% | .
COC(=O)c1ccccc1NC1OC(=O)c2ccccc21 (stereo not drawn) | -0.2% | -2.5% | -0.3% | 5.8%
CCC/C=C(\CCC)C(NP(=O)(c1ccccc1)c1ccccc1)c1ccc(-c2ccccc2)cc1 (stereo not drawn) | . | ? | -4.0% | -24.7%

# Other compounds follow:
Molecule | IkB signaling | p53ts 39C tox | p53ts 32C tox | Imprint erasure
CC(=O)Cc1ccccc1OC(=O)c1ccco1 | -0.4% | -9.0% | -6.9% | 4.2%
COc1ccc(NC(=O)Cn2c(=O)sc3ccccc32)c(OC)c1 | -1.9% | 7.9% | 3.0% | 23.0%
COc1ccc(CNC(=O)CCc2c(C)c3ccc(OC)c(C)c3oc2=O)cc1OC | -1.1% | 18.9% | 7.4% | -10.1%[10.9 µM]
COCCNC(=O)c1sc2ncccc2c1-n1c(C)ccc1C | -0.2% | -2.1% | -2.1% | -13.8%[10.9 µM]
COc1ccc(CNC(=O)C2CCN(C(=O)[C@@H](CC(C)C)NC(=O)OC(C)(C)C)CC2)cc1 | -0.7% | 4.8% | 3.0% | -7.2%
CN(C)c1ccc(C=Nc2ccc(N(C)C)cc2)cc1 | . | ? | -21.6% | .
CCSc1nnc(NC(=O)C2CCCCC2)s1 | ? | -2.1% | 0.4% | -19.1%
CC(C)N1C(=O)CCC1C(=O)NCCc1ccc(Cl)cc1 (stereo not drawn) | -1.5% | -0.2% | -5.6% | -9.9%
CC1=C(C(=O)Nc2ccc(C)cc2C)C(c2ccc(Br)cc2)n2ncc(C(=O)Nc3cccc(C)c3)c2N1 (stereo not drawn) | -1.3% | 2.3% | 15.1% | -4.0%[10.9 µM]
CC(=O)Nc1cc(N2C(=O)CCC2=O)ccc1Cl | -1.6% | 1.7% | 13.2% | 5.9%

# Continued:
Molecule | IkB signaling | p53ts 39C tox | p53ts 32C tox | Imprint erasure
Cc1ccc(-c2noc(CCC(=O)NCCN3CCOCC3)n2)cc1 | 0.6% | -4.5% | -8.5% | -15.3%
COc1ccc2nc(NC(=O)CSc3nc4ccccc4o3)sc2c1 | 0.1% | 1.0% | -2.5% | -23.0%
CCOC(=O)c1ccc(Oc2nc(NC)nc(SC)n2)cc1 | -0.1% | -5.2% | 4.0% | 0.3%
Cc1cc(NC(=O)Cn2c(=O)nc(-c3ccccc3F)c3cc(Cl)ccc32)ccc1Br | ? | -7.1% | 7.9% | 4.4%[10.9 µM]
O=C1c2sc3nc4ccccc4n3c2C(=O)N1c1ccccc1Cl | ? | -12.2% | -2.0% | -12.1%
O=C(CCC1N=C2c3ccccc3N=C(SCc3cccc(F)c3)N2C1=O)NCc1ccc(F)cc1 (stereo not drawn) | ? | -13.9% | 21.1% | 10.5%[10.9 µM]
Cc1ccc(OCC(=O)NCc2ccccn2)cc1 | 0.7% | -1.9% | 1.8% | -8.1%
COc1cccc(OC)c1OCCCc1c(C)n[nH]c1C | 0.6% | -9.1% | -24.3% | -11.4%
CC1CCN(C(=O)CSc2nc3c([nH]c4ccccc43)c(=O)n2-c2ccccc2)CC1 | 0.7% | -20.7% | -1.2% | 16.6%[10.9 µM]
COc1ccc(NC(=O)C2CCN(S(=O)(=O)c3c(C)noc3/C=C/c3ccc(C)cc3)CC2)cc1Cl | 0.4% | -1.8% | -10.3% | -14.1%[10.9 µM]

# Later entries:
Molecule | IkB signaling | p53ts 39C tox | p53ts 32C tox | Imprint erasure
CCCCOc1ccc(S(=O)(=O)n2c(C)nc3ccccc32)cc1 | ? | 14.0% | 38.8%[activator] | -14.9%
COc1ccc2c(c1)c1c(c(=O)n(-c3ccccc3C)c(=O)n1Cc1cccc(C(F)(F)F)c1)n2C | -1.2% | 29.7% | 3.5% | 2.2%[10.9 µM]
CN=C(Nc1cc(C)nn1CCC#N)c1ccccc1 | -0.1% | -1.2% | 6.6% | -3.6%
Cc1ccc(OCC(=O)Nc2ccc(N3CCOCC3)cc2)cc1 | -1.5% | -1.0% | -3.5% | 15.9%
Cc1ccc(-c2csc(SCC(=O)Nc3cc(C)on3)n2)cc1 | . | 6.0% | -2.2% | .
CCN(CC)CCCNC(=O)Cc1csc2nc(-c3ccc(Cl)cc3)cn12 | 16.1% | -13.9% | -14.6% | -16.5%[10.9 µM]
CCc1ccc(NC(=O)CN2C(=O)CC(c3ccccc3)Sc3ccccc32)cc1 (stereo not drawn) | 0.0% | -23.7% | 7.1% | -12.0%[10.9 µM]
O=C1CCCN1c1ccc(S(=O)(=O)N2CCC(c3ccccc3)CC2)cc1 | 1.3% | 2.4% | -4.1% | -20.8%
COc1ccccc1-c1c(C)nn2c(NCCN3CCCC3)cc(C)nc12 | -0.3% | 16.8% | -1.1% | -21.8%
CC(C)(C)c1nc(SCC(=O)NCc2ccco2)c2ccccc2n1 | ? | ? | -0.1% | -19.5%

# Other compounds.
Molecule | IkB signaling | p53ts 39C tox | p53ts 32C tox | Imprint erasure
O=C(OCc1ccccc1)/C(=C/c1cccc2ccccc12)NC(=O)c1ccccc1 | . | -18.0% | -19.3% | .
Cc1ccc(-n2c(CCC(=O)O)ccc2-c2cccs2)cc1C | ? | -4.3% | -3.6% | 16.6%[10.9 µM]
CCc1ccc(NCc2cc3ccc(OC)cc3n(CC(=O)Nc3ccc(C)c(Cl)c3)c2=O)cc1 | 0.3% | -3.2% | 6.2% | 5.6%[10.9 µM]
CC(C)CCN1CC(C(=O)N2CCN(c3ccc(F)cc3)CC2)CC1=O (stereo not drawn) | 1.8% | 3.6% | 0.9% | -16.3%
COc1ccccc1NC(=O)c1ccc2[nH]c(C)cc(=O)c2c1 | -1.5% | 32.9%[activator] | -2.6% | 3.5%[10.9 µM]
O=C(NCCc1ccccc1)C1CCN(S(=O)(=O)N2CCCC2)CC1 | 3.1% | 6.8% | 0.0% | -4.4%
CSc1nn(CC(=O)Nc2ccc(C)cc2C)c(N)c1S(=O)(=O)c1ccc(Cl)cc1 | ? | ? | 34.9%[activator] | -5.3%[10.9 µM]
CC(=O)c1cc(-c2ccccc2)[nH]c1N1CCCC1 | 28.3% | -3.1% | -2.8% | -9.4%
CCOc1ccccc1NC(=O)Cn1cc(C(=O)c2ccc(Cl)cc2)c(=O)c2ccc(C)nc21 | -0.1% | 22.2% | -5.3% | -8.3%[10.9 µM]
O=C(c1ccncc1)N1CCC[C@@]2(CCN(Cc3cc(C(F)(F)F)cc(C(F)(F)F)c3)C2)C1 | 1.7%[11.4 µM] | -11.0% | -9.0% | .
Cc1nc2sc3c(c2c(=O)n1/N=C/c1ccco1)CCCC3 | -0.6% | -9.2% | -4.4% | -8.8%
